# From PubChem BioAssay
# HT1080 IDH1KD tx – kills HT-1080 cells with IDH1 knockdown. HT-1080 IDH1 knockdown viability, ATP luminescence, 48 h. Potency, µM (doses to about 46.1 µM), for inactives: at the highest dose activity, negative = toxicity, hits mostly cytotoxic. 360,000 compounds, 2% hits;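 further: potency means the concentration at half of the fitted maximal effect; 0% = DMSO wells and -100% = cell-free medium wells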
#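 Cytotoxicity counter-line: IDH1KD HT-1080, 48 h, CellTiter-Glo. Curves classed by r2, magnitude and activity.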
# ATXN viability – cell viability loss in ATXN counter-screen; 400,000 compounds, 0.49% hits; Potency, µM (series often up to 56.7 µM), usual class: cytotoxic; S2 cells (HEK-293 line with an ATXN2-luciferase reporter) viability, CellTiter-Fluor protease fluorescence, 24 h; further: potency means the concentration at half of the fitted maximal effect; nearly all actives have a fitted effect of over 40% in size
# KB-3-1 tox – KB-3-1 parental cell cytotoxicity | KB-3-1 viability, CellTiter-Glo ATP luminescence, 72 h | Potency, µM (titrated, usually from 46.1 µM), without a hit: at the top dose activity change, negative = cytotoxic, actives largely listed as cytotoxic | 400,000 compounds, 1.4% hits | AID 1347075; further: potency means the concentration at half of the fitted maximal effect; on the % scale 0 is the no-effect control and ±100 the full control effect; nearly all actives have a fitted effect of over 60% in size
#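 Cytotoxicity measured as CellTiter-Glo luminescence after 72 h at 37 C. Compound titrations were pinned onto drug-naive KB-3-1 parental adenocarcinoma cells grown in DMEM with 10% FBS, and normalized data fitted to concentration-response curves.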
# HT1080-NT tox – kills 2HG-producing HT-1080-NT fibrosarcoma cells | HT-1080-NT fibrosarcoma viability, CellTiter-Glo ATP luminescence, 48 h | Potency, µM (doses to about 46.1 µM), without a hit: top-dose activity, negative = less viability, usual class: cytotoxic | 360,000 compounds, 1.6% hits | AID 686970;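 further: NT is the 2HG producing partner of a matched IDH1 knockdown line; potency means the concentration at half of the fitted maximal effect; 0% = DMSO-treated cells and -100% = media-only wells without cells; nearly all actives have a fitted effect of over 55% in size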
#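 Fibrosarcoma NT cells, 750 per well in 5% FBS RPMI, were exposed to compound for 48 hours. Viability: CellTiter-Glo luminescence.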
# SW480 rerep – induces DNA re-replication in SW480 colon adenocarcinoma cells | AID 624297 | 340,000 compounds, 1.8% hits | SW480 DNA re-replication, Hoechst DNA content imaging, 48 h | Potency, µM (series often up to 46.1 µM), for inactives: at the top dose re-replication activation, hits mostly activators; further: potency means the concentration at half of the fitted maximal effect; % of control where 0% means no effect; nearly all actives have a fitted effect of over 55% in size
#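 Per well, 250 cells were exposed to pinned compound for 48 hr. Nuclear DNA was visualised with Hoechst (40 min, 37 C) and total object intensity recorded by fluorescence scanning.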
# IL1B secr inh – inhibitors of inflammasome signaling (IL-1 beta secretion); activity change, % at 57.5 µM; THP-1 LPS/ATP IL-1B secretion, AlphaLISA, 16 h; hits give low values; 360,000 compounds, 4.7% hits; AID 743279; in the data active means activity change below about -50%; inconclusive means mostly about -30% to -49%; further: on the % scale 0 is the no-effect control and ±100 the full control effect
#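 THP-1 cells pretreated 1 hr with compounds (up to 57.5 uM final), then stimulated with LPS (250 ng/mL final) plus ATP (1.25 mM final); secreted IL-1B measured by AlphaLISA after 16 hr, decreased signal indicating inhibition.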
# ATXN2 expr inh – inhibitors of ATXN2 expression; 360,000 compounds, 0.72% hits; HEK-293 ATXN2-luciferase reporter, luminescence, 24 h; Potency, µM (highest dose often 57 µM), for inactives: at the highest dose activity change, negative = inhibition, usual class: inhibitors; further: potency means the concentration at half of the fitted maximal effect; on the % scale 0 is the no-effect control and ±100 the full control effect; nearly all actives have a fitted effect of over 55% in size
#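 qHTS (up to 57 uM final) was run with 24 h compound exposure of reporter cells at 37 °C. Each well was multiplexed: SteadyGlo luminescence measured ATXN2-luciferase expression after a fluorogenic Gly-Phe-AFC viability readout (25 uM final).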
# HepG2 viability – kills HepG2 cells in TGF-b inhibitor counter-screen | HepG2 CAGA-GFP viability, ATP luminescence, 18 h | Potency, µM (doses to about 46.1 µM), for the others: at the highest dose activity change, negative = cytotoxicity, actives largely listed as cytotoxic | 410,000 compounds, 0.76% hits; further: potency means the concentration at half of the fitted maximal effect; some results filed as inactive show a strong effect at the top dose
#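 CellTiter-Glo luminescence gave cytotoxicity after 18 hours at 37 degrees C. The cells were HepG2 CAGA-GFP in 1% FBS DMEM, stimulated with 500 pg/mL TGF-beta after compound addition. %Activity was normalised to no-cell wells (complete cell-killing) and DMSO (no toxicity), and curves were fitted and classified.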
# MCF10A rerep – DNA re-replication induction in MCF 10a cells; 350,000 compounds, 2.9% hits; Potency, µM (doses to about 46.1 µM), for the others: at the top dose activity, positive = re-replication, most hits filed as activators; AID 624296; MCF 10A DNA re-replication, Hoechst nuclear intensity, 48 h; further: potency means the concentration at half of the fitted maximal effect; % of control where 0% means no effect; nearly all actives have a fitted effect of over 50% in size
# Starred values were filed as active, the others as inactive; i = inactive; ? = inconclusive; · = no result given; [ ] = remark or other dose. Unless noted, the call rests on the fitted dose curve; in most records, active means well fitted curve in the direction sought with a large enough effect; inconclusive means small, poorly fitted or top-dose-only effect, or another doubt; inactive means no such curve, though single readings can be large; an effect the other way counts as inactive or inconclusive.
# Short keys: A = HT1080 IDH1KD tx; B = ATXN viability; C = KB-3-1 tox; D = HT1080-NT tox; E = SW480 rerep; F = IL1B secr inh; G = ATXN2 expr inh; H = HepG2 viability; I = MCF10A rerep
SMILES: O=C(Nc1ccc(OC(F)(F)C(F)F)c(NC(=O)c2ccc(F)cc2)c1)c1ccc(F)cc1
  A = -11% | B = i | C = 0% | D = -8% | E = -9% | F = -23 | G = 2% | H = -21% | I = ?
SMILES: CC(CC(=O)N1CCc2ccccc21)S(=O)(=O)c1ccc2c(c1)NC(=O)CO2 (stereo unspecified)
  A = 15% | B = i | C = -2% | D = 0% | E = 0% | F = 33 | G = 8% | H = 1% | I = 2%
SMILES: COc1ccc(C2c3ccc(O)cc3Oc3ncn(Cc4ccco4)c(=N)c32)cc1 (stereo unspecified)
  A = -2% | B = i | C = ? | D = -6% | E = 1% | F = ? | G = · | H = -35% | I = ?
SMILES: COC(=O)/C=C(\C)N=Nc1c(O)[nH]c2ccccc12
  A = -2% | B = i | C = -1% | D = -3% | E = -11% | F = 9 | G = 43%[activator] | H = -45% | I = -1%
SMILES: CN1CCN(C(=O)C2=C[C@H](c3coc4ccccc4c3=O)C[C@H](OCCCCO)O2)CC1
  A = 8% | B = i | C = 17% | D = 13% | E = -6% | F = 0 | G = -4% | H = -22% | I = ?
SMILES: CCOC(=O)N1CCN(C(=O)CSc2nnc(C3COc4ccccc4O3)o2)CC1 (stereo unspecified)
  A = 8% | B = i | C = 0% | D = 6% | E = -1% | F = 32 | G = 10% | H = 2% | I = 7%
SMILES: C=CCn1c(O)c(CN2CCOCC2)c(C)c(C#N)c1=O
  A = 17% | B = i | C = -4% | D = 17% | E = 0% | F = 22 | G = 12% | H = 7% | I = -3%
SMILES: CC12CCC(c3nnc(SCc4ccc(Cl)cc4)nc31)C2(C)C (stereo unspecified)
  A = -3% | B = i | C = -5% | D = -1% | E = 3% | F = 2 | G = 4% | H = -2% | I = -3%
SMILES: Cc1ccc(NC(=S)N(CCCN2CCN(C)CC2)Cc2cccs2)cc1C
  A = -10% | B = i | C = -6% | D = -10% | E = -14% | F = -61* | G = -18% | H = -32% | I = ?
SMILES: O=C(OCn1nnc2ccccc2c1=O)c1ccc2c(=O)n3c(nc2c1)CCC3
  A = -4%[9.24 µM] | B = i | C = 5% | D = -2% | E = 15% | F = 15 | G = 4% | H = -22% | I = 1%
SMILES: O=C(NCC1CCCO1)[C@@H]1CSC2c3ccccc3C(=O)N21 (stereo partly specified)
  A = 15% | B = i | C = -1% | D = 17% | E = -3% | F = -1 | G = -4% | H = 22% | I = 1%
SMILES: COc1ccc(N2CCN(CCCNC(=O)c3nnc(Cc4ccccc4Cl)o3)CC2)cc1
  A = · | B = ? | C = -22% | D = · | E = · | F = · | G = -21% | H = -24% | I = ·
SMILES: CCC(C)NC(=O)[C@H](CSCc1ccccc1)N1Cc2ccccc2C1=O (stereo partly specified)
  A = 3% | B = i | C = 0% | D = -16% | E = 0% | F = -3 | G = 0% | H = -5% | I = ?
SMILES: Cc1ccc(N2C(=O)CSC2c2ccccn2)cc1Cl (stereo unspecified)
  A = -2% | B = i | C = 0% | D = 3% | E = 1% | F = 13 | G = 3% | H = -3% | I = ?
SMILES: COc1cc(CCC(=O)OCC(=O)NC(=O)c2ccc(Cl)cc2)cc(OC)c1OC
  A = 11% | B = i | C = 1% | D = 6% | E = -6% | F = 3 | G = 0% | H = -3% | I = -5%
SMILES: Cc1cccc(CC(=O)NC2CC(=O)N(c3ccc4c(c3)OCCO4)C2)c1 (stereo unspecified)
  A = · | B = i | C = -5% | D = · | E = · | F = · | G = -1% | H = -2% | I = ·
SMILES: Cc1ccc(/C=N/NC(=O)c2cccc(S(=O)(=O)Nc3ccccc3Cl)c2)s1
  A = 10% | B = ? | C = 4% | D = 0% | E = 10% | F = 1 | G = 0% | H = -10% | I = 3%
SMILES: Cc1nc2ccccc2nc1OCC(=O)Nc1ccc2ccccc2c1
  A = 2% | B = i | C = -6% | D = 3% | E = -4% | F = 5 | G = 14% | H = 1% | I = 0%
SMILES: CCCCN1C(=O)/C(=C/C=C2\Oc3ccccc3N2CC)SC1=S
  A = 15% | B = ? | C = -13% | D = -1% | E = -4% | F = -5 | G = -13%[11.3 µM] | H = 0% | I = 2%
SMILES: CC1CCC(NC(=O)CN2CCN(S(=O)(=O)c3cccs3)CC2)CC1 (stereo unspecified)
  A = 10% | B = i | C = 8% | D = 4% | E = -16% | F = 15 | G = -5% | H = 4% | I = 4%

# With a hit mark in IL1B secr inh, among the entries above:
Compound | SW480 rerep | IL1B secr inh
Cc1ccc(NC(=S)N(CCCN2CCN(C)CC2)Cc2cccs2)cc1C | -14% | -61*

# (cont.)
# Sequence of screens: HT1080 IDH1KD tx | ATXN viability | KB-3-1 tox | HT1080-NT tox | SW480 rerep | IL1B secr inh | ATXN2 expr inh | HepG2 viability | MCF10A rerep
- O=C(Nc1ccnn1C1CCN(Cc2ccc(C#CCCO)cc2)CC1)c1cccc(F)c1
    -3% | i | -2% | 6% | 2% | -20 | -14% | -10% | 12%
- O=C(O)c1cc([N+](=O)[O-])ccc1NCc1cccnc1
    10% | ? | 8% | 15% | -11% | 5 | 0% | -58% | 2%
- O=C(c1cccc(S(=O)(=O)N2CCOCC2)c1)N(Cc1ccc(F)cc1)Cc1ccco1
    -4% | i | 5% | -4% | -9% | 14 | -23% | -27% | 2.1µM*
- COCCNC(=O)Cn1nc(C(F)(F)F)c(Br)c1C
    -1% | i | 7% | 4% | 0% | -5 | 0% | -5% | 0%
- CC(C)C(C(=O)NCc1ccccc1)N1CCN(C(=O)C2CCCO2)CC1 (stereo unspecified)
    -14% | · | 7% | -5% | · | 28 | · | · | ·
- Cc1c(C)n(CCN(C)C)c2ncnc(NCc3ccccc3)c12
    -5% | i | -19% | -25% | -3% | -18 | 3% | -1% | -14%
- C[C@H](CO)N1C[C@H](C)[C@@H](CN(C)S(=O)(=O)c2ccccc2C#N)OCc2cn(nn2)CCCC1=O
    -3% | i | ? | 3% | · | 7 | 6% | -20% | ·
- Cn1c(=O)c2c(nc(CN3CCOCC3)n2CCN2CCOCC2)n(C)c1=O
    3% | i | 1% | 7% | -12% | -11 | 3% | -4% | 2%
- COc1ccc(-c2cc(C(=O)NCc3ccc(F)cc3)[nH]n2)c(C)c1
    -1% | ? | 0% | 1% | · | -8 | -1% | -23% | ·
- CCCCCCSc1ccc([C@H]2N[C@@](CC(C)C)(C(=O)OC)[C@H]3C(=O)N(C)C(=O)[C@@H]23)cc1OC
    -10% | ? | ? | -15% | ? | -53* | 3% | -6% | ?
- CCOC(=O)C1CCCN(Cc2cn3c(-c4cccc(Br)c4)nnc3s2)C1 (stereo unspecified)
    · | i | 13% | · | · | · | 4% | -24% | ·
- O=S(=O)(Cc1ccccc1)Nc1ccc(Br)cn1
    -2% | i | -13% | 2% | -5% | 13 | -1% | 2% | -2%
- COc1ccc(/C=N/NC(=O)CN(C2=NS(=O)(=O)c3ccccc32)c2ccccc2)cc1OC
    3% | i | 3% | 9% | 1% | -14 | 8% | 5% | 7%
- CN(C)CCCN(C(=O)c1ccco1)c1nc(-c2ccc(Cl)cc2)cs1
    -6% | i | 4% | -21% | -8% | -54* | · | -74% | -2%
- N#C/C(=C/c1ccc(Oc2ccc([N+](=O)[O-])cn2)cc1)C(=O)N1CCOCC1
    -9% | i | 5% | -1% | 1% | -29 | -6% | -3% | 0%
- COCCNC(=O)c1ccccc1NC(=O)c1ccccc1N(C)S(=O)(=O)c1ccc(C)cc1
    -7%[9.24 µM] | i | 5% | 2% | -1% | -15 | 7% | 13% | -2%
- COc1ccc(-c2nsc(SCC(=O)Nc3ccc4c(c3)OCO4)n2)cc1
    ? | i | -4% | -18% | 1% | 27 | 2% | 6% | 0%
- Cc1cc(-c2nnc(SCC(=O)c3ccc4c(c3)OCCO4)o2)no1
    15% | i | 0% | -6% | -3% | 18 | 8% | -3% | 8%
- C=CCNC(=O)COc1ccc(Oc2ccccc2)cc1
    -4% | ? | 0% | -26% | 2% | -28 | 22% | -8% | 2%
- CN(C(=O)c1ccccc1C(=O)OCC(=O)NC(=O)NC(C)(C)C)C1CCCCC1
    0% | i | 0% | 1% | 0% | 0 | · | 7% | 1%

# Quoted at random: 4 entries already listed, in no set order.
# Sequence of screens: HT1080 IDH1KD tx | ATXN viability | KB-3-1 tox | HT1080-NT tox | SW480 rerep | IL1B secr inh | ATXN2 expr inh | HepG2 viability | MCF10A rerep
- O=C(Nc1ccc(OC(F)(F)C(F)F)c(NC(=O)c2ccc(F)cc2)c1)c1ccc(F)cc1
    -11% | i | 0% | -8% | -9% | -23 | 2% | -21% | ?
- CN(C)CCCN(C(=O)c1ccco1)c1nc(-c2ccc(Cl)cc2)cs1
    -6% | i | 4% | -21% | -8% | -54* | · | -74% | -2%
- Cc1ccc(N2C(=O)CSC2c2ccccn2)cc1Cl (stereo unspecified)
    -2% | i | 0% | 3% | 1% | 13 | 3% | -3% | ?
- COc1cc(CCC(=O)OCC(=O)NC(=O)c2ccc(Cl)cc2)cc(OC)c1OC
    11% | i | 1% | 6% | -6% | 3 | 0% | -3% | -5%
